SENP8 inh: SENP8 protease inhibitors, primary screen, biochemical, luminescence. purified SENP8, Z-RLRGG-aminoluciferin cleavage. actives 1.2% (n = 330,000). inhibition, % at 10 µM. AID 2540, 2010
Target sequence (Q96LD8 whole entry, looked up): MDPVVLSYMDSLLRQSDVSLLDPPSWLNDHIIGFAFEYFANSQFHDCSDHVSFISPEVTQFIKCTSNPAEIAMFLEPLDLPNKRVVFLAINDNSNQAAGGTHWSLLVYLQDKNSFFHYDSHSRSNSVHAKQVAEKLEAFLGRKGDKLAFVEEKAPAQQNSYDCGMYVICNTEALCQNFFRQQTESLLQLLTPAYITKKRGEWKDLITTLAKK
Gli-Sufu antag: Gli-Sufu pathway antagonists, primary screen, luciferase luminescence, Sufu-KO-LIGHT cells, uHTS. inhibition, % at 5 µM. actives 0.74% (n = 340,000). Sufu-KO-LIGHT fibroblasts, Gli luciferase reporter luminescence;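 active = inhibition above about 55%, limit read from the data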;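 note: 0% = DMSO-treated cells and 100% = wells with medium but no cells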
Jurkat NFkB inh: inhibitors of induced NF-kB luciferase reporter, primary screen, TCR NF-kB activation inhibitor project, cell-based, luminescence, uHTS; Jurkat, PMA/ionomycin-induced NF-kB luciferase reporter; inhibition, % at 4 µM; actives 0.53% (n = 330,000); AID 435003, 2010
UBC13 inh: UBC13 polyubiquitin chain formation inhibitors, primary screen, biochemical, TR-FRET, uHTS | Ubiquitin-conjugating enzyme E2 N (Homo sapiens), P61088 | inhibition, % at 20 µM | actives 0.47% (n = 330,000) | AID 485273, 2010; in the data active = inhibition above about 45%, passing the limit was not always enough
HKDC1 inhibitor: HKDC1 hexokinase inhibitors, primary screen, biochemical, fluorescence, uHTS | Q2TB90 | recombinant HKDC1, G6PDH/diaphorase resazurin coupled fluorescence | inhibition, % at 20 µM | actives 0.16% (n = 340,000);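 active = inhibition above about 35% when tested at 20 µM, limit read from the data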;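 note: plate controls were DMSO wells with enzyme for no effect and DMSO wells lacking enzyme for full effect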
Target sequence (Q2TB90 whole entry, looked up): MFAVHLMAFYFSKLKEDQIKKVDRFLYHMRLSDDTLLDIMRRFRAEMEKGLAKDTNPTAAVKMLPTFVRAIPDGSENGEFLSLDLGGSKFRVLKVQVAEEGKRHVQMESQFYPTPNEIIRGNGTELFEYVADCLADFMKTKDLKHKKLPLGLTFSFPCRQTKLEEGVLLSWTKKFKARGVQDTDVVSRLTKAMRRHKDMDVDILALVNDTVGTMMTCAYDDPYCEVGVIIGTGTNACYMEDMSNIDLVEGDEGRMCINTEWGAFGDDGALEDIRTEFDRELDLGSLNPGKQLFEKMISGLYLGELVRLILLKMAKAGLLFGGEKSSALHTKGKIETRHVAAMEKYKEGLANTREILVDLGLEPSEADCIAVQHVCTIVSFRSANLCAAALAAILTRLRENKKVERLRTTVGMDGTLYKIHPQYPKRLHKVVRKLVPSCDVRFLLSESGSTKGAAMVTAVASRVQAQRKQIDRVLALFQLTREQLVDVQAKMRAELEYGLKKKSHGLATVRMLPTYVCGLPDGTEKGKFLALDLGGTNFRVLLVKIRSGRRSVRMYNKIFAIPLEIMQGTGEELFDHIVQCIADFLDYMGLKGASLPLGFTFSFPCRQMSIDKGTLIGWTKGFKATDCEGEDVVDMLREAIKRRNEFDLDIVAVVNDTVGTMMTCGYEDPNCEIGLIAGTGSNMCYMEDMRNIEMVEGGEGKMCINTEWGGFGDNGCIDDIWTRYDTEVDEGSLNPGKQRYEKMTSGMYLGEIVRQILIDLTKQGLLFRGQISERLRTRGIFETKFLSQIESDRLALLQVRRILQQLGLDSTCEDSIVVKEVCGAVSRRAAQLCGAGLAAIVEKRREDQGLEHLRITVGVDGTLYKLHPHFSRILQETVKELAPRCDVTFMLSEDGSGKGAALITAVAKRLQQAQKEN
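Test system: HK5 enzyme. Quantity: 5 µg/mL HK5 final. Reagent: glucose and ATP substrates. Schedule: 90 min reaction incubation at room temperature, dark. Technique: resazurin-to-resorufin fluorescence via G6PDH and diaphorase coupling, 525/613 nm. Control set: DMSO wells with and without enzyme mix.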
Apaf-1 inh: inhibitors of human Apaf-1 apoptosome, primary screen, biochemical, DEVD-Rh110 fluorescence, uHTS; reconstituted apoptosome caspase-3 activity; Apoptotic protease-activating factor 1 (Homo sapiens), O14727; inhibition, % at 20 µM; actives 0.71% (n = 330,000); active = inhibition of at least 40% at 20 µM;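 note: plate controls were DMSO wells for no effect and DEVD-CHO caspase inhibitor wells for full effect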
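Material: reconstituted apoptosome with Apaf-1, cytochrome c, caspase-9, procaspase-3, dATP / Buffer or medium: pH 7.5 Hepes buffer with CHAPS, BSA, DTT / Also added: cytochrome c with DEVD-Rh110 / Schedule: compound with Apaf-1, dATP, procaspase-3 30 min, then 50 min reaction, room temperature / Technique: rhodamine 110 fluorescence at Ex 480/Em 540 nm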
697 NFkB inh: inhibitors of PMA/ionomycin-induced NF-kB reporter, 697 cells, primary screen, B-cell NF-kB inhibitor project, cell-based, luminescence, uHTS; AID 435022, 2010; inhibition, % at 4 µM; actives 0.33% (n = 330,000); 697 B-cell NF-kB luciferase reporter, 16 h; in the data active = inhibition above about 35%
SENP7 block: SENP7 protease inhibitors, primary screen, biochemical, luminescence, uHTS; recombinant SENP7, Z-RLRGG-aminoluciferin luminescence, 40 min; inhibition, % at 5 µM; actives 1.5% (n = 330,000); AID 434973, 2010;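 active = inhibition above about 50% at the single test dose, limit read from the data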;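 note: plate controls were DMSO with enzyme for no effect and no enzyme buffer wells for full effect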
* hit, by the source's call; & = joins results of further samples. Cut-off read from the data, not from the text of the source, unless noted: active = inhibition above about 50%; inactive = the rest. Not a hit list; any-hit rate near 3.6%.

SMILES | SENP8 inh | Gli-Sufu antag | Jurkat NFkB inh | UBC13 inh | HKDC1 inhibitor | Apaf-1 inh | 697 NFkB inh | SENP7 block
C#CCOCCOCCOCCNc1nc(N2CCN(C(=O)[C@H](CCCCN)n3cc([C@@H](N)C(C)CC)nn3)CC2)nc(N2CCN(C(=O)[C@H](Cc3cc4ccccc4[nH]3)n3cc([C@@H](N)CC(C)C)nn3)CC2)n1 (stereo not given in full) | -1 | -1 | -67 | 100* | 4 | -2 | -49 | -15
CC1CCCCC1NC(=O)COC(=O)c1ccc([N+](=O)[O-])o1 (stereo not given) | 37 | 1 | -1 | -5 | 2 | 13 | 0 | 14
NC(=S)Nc1cccc(Cl)c1 | -1 | 10 | 4 | 7 | -4 | -1 | -15 | 0
COC(=O)c1cc(NC(=O)Cn2c(=O)oc3ccccc32)cc(C(=O)OC)c1 | -3 | -33 | -12 | -3 | -1 | 2 | 2 | -11
CCOC(=O)c1cc(CC)sc1NC(=O)CN1CCN(C(=O)C2CCCO2)CC1 (stereo not given) | -4 | -1 | 3 | -8 | 2 | 10 | -26 | -6
CN(C)C(=S)Nc1ccc(Br)c(Cl)c1 | -2 | 7 | -1 | 7 | -2 | 6 | 1 | 1
CSC(=NCCCN1CCOCC1)NS(=O)(=O)c1cccs1 | -5 | -12&2 | 3 | -3 | -7&-8 | -12 | 10 | -1
Cc1[nH]c2ccccc2c1C(c1ccccn1)N1CCC(C(N)=O)CC1 (stereo not given) | -5 | 15 | 7 | -7 | 6 | -3 | 19 | 4
O=C(NCc1cccs1)c1nc2c(nnn2Cc2ccc(F)cc2)c(=O)[nH]1 | 7 | -1 | 2 | -10 | -8 | 8 | -6 | 3
CCc1ccc(NC(=O)C2CCN(S(C)(=O)=O)CC2)cc1 | -2 | 0 | -22 | -8 | -6 | 2 | -9 | -7
CCOC(=O)CCCn1c(C)nc(=O)c(-c2ccccc2)c1C | -4 | -1 | -10 | -5 | -6 | -4 | -13 | 4
CCN(CC)C(=O)CSc1nnc(C2CCCCC2)o1 | 2 | -2 | 11 | 0 | -2 | -6 | -7 | 6
O=C(COc1ncnc2ccccc12)N1CCN(S(=O)(=O)c2ccc(Cl)cc2)CC1 | 2 | 1 | 6 | 1 | -4 | -21 | 21 | 0
CCC(C(=O)Nc1nc(C)c(C)s1)c1ccccc1 (stereo not given) | -6 | -3 | 3 | 5 | -2 | 10 | -7 | -5
OC[C@H]1OC(O)[C@@H](O)[C@@H](O)[C@@H]1O (stereo not given in full) | 5 | -3 | -8 | 6 | 10 | -10 | 8 | 2
O=C(COc1ccc(Cl)cc1)Nc1cc(S(=O)(=O)N2CCCCC2)ccc1N1CCCCC1 | -4 | 31 | 9 | -17 | 0 | 19 | -11 | 5
COc1ccc(C(=O)CSc2nc(-c3ccccn3)nc(C)c2Cl)cc1 | -2 | -1 | 9 | 5 | -5 | 7 | 1 | 0
O=C(COC(=O)Cc1c[nH]c2ccccc12)Nc1ccccc1C(F)(F)F | 7 | 4 | 6 | 9 | -5 | 2 | 2 | 4
C=CCN(c1ccccc1)S(=O)(=O)c1cccc(C(=O)Nc2nnc(SCC)s2)c1 | -6 | -10 | 10 | 4 | 4 | 11 | -8 | -2
O=C(Nc1ccccc1)OCc1ccccn1 | -1 | -32 | -25 | 0 | -2 | -8 | -29 | 9
CC(C)c1ccc(OCC(=O)NC2=NCCS2)cc1 | -6 | -11 | -113 | 5 | -5 | -9 | 21 | 2
COCCN(C(=O)C(C)C)c1nnc(-c2ccc(C)cc2)s1 | -2 | -11 | -17 | -4 | 1 | 21 | -29 | 1
C[C@H](NC(=O)c1nc[nH]c1C(=O)N[C@@H](CCCCNC(=O)OC(C)(C)C)C(=O)OC(C)(C)C)c1ccccc1 | -2 | -11 | -10 | -35 | 2 | 16 | -4 | 4
CCOc1cc(/C=N/NC(N)=O)cc(Br)c1OCC(=O)Nc1ccccc1C | 2 | 7 | 8 | 3 | -3 | 15 | 6 | 3
CC1CCCCC1N(C)C1CCN(C(=O)CNC(=O)/C=C/c2cccc(Cl)c2)CC1 (stereo not given) | -4 | 20 | 39 | 4 | -5 | 0 | -56 | -13

For convenience, part of the list above:
SMILES | SENP8 inh | Gli-Sufu antag | Jurkat NFkB inh | UBC13 inh | HKDC1 inhibitor | Apaf-1 inh | 697 NFkB inh | SENP7 block
CCC(C(=O)Nc1nc(C)c(C)s1)c1ccccc1 (stereo not given) | -6 | -3 | 3 | 5 | -2 | 10 | -7 | -5
OC[C@H]1OC(O)[C@@H](O)[C@@H](O)[C@@H]1O (stereo not given in full) | 5 | -3 | -8 | 6 | 10 | -10 | 8 | 2
O=C(COc1ccc(Cl)cc1)Nc1cc(S(=O)(=O)N2CCCCC2)ccc1N1CCCCC1 | -4 | 31 | 9 | -17 | 0 | 19 | -11 | 5
COc1ccc(C(=O)CSc2nc(-c3ccccn3)nc(C)c2Cl)cc1 | -2 | -1 | 9 | 5 | -5 | 7 | 1 | 0

Further records:
SMILES | SENP8 inh | Gli-Sufu antag | Jurkat NFkB inh | UBC13 inh | HKDC1 inhibitor | Apaf-1 inh | 697 NFkB inh | SENP7 block
Cc1ccc(NC(/C=C/N(C)C)=C/C(=O)C(F)(F)F)c(C)c1 | 4 | 6 | -3 | 3 | -3 | -4 | -11 | 0
CN(c1cccc(Cl)c1)S(=O)(=O)c1cccc(C(=O)Nc2ccc3c(c2)CCC3)c1 | -2 | -1 | 6 | 10 | -5 | 17 | -4 | -8
CC(=O)O/N=C1\C(=O)N(Cc2ccc(C)cc2)c2ccccc21 | -10 | -5 | 9 | 4 | -5 | 8 | 4 | 4
CCN(CC)S(=O)(=O)c1ccc2[nH]c(=O)cc(C(=O)Nc3ccccc3N3CCOCC3)c2c1 | 4 | 13 | -10 | 3 | -5 | -6 | 12 | 0
CC(C)C(=O)Nc1ccc2c3c(cccc13)CC2 | 4 | 6 | 7 | 8 | -5 | 0 | 7 | 0
COc1ccccc1NS(=O)(=O)c1ccc(C(N)=O)cc1 | -10 | -1 | -2 | -3 | -9 | 2 | 5 | -5
O=c1cc(-c2ccc(O)cc2)oc2c1ccc1ccccc12 | -12 | -22 | -13 | 14 | 5 | 13 | -16 | -12
CC(c1n[nH]c(=S)n1-c1ccc(Cl)cc1)N(C)C (stereo not given) | -7 | 1 | -5 | -6 | -8 | -1 | 13 | -7
CC(C)(C)c1ccc(-n2ncc3c2CCCC3NC(=O)CN2CCCC2=O)cc1 (stereo not given) | 4 | 37 | 20 | 2 | 2 | 5 | -9 | 3
Cc1ccc(N=Cc2sc(O)c3ccccc23)c(C)c1 | -18 | -82 | -40 | -34 | -2 | 11 | -31 | -7
CCCCOC(=O)CSC1=C(C#N)C(c2ccccc2OC)C(C#N)C(=O)N1 (stereo not given) | 0 | 15 | -9 | 8 | -8 | 2 | 16 | 0
COc1cc(CN(C)Cc2cccc3ccccc23)cc([N+](=O)[O-])c1O | -2 | 3 | -6 | -21 | -2 | -4 | 2 | 6
C[C@@H]1CCC(=O)N(C[C@@H](C)CSc2ccccc2)CC1 | -12 | -1 | -2 | -7 | -4 | 12 | -5 | -7
Cc1ccc(S(=O)(=O)N(C)C)cc1NC(=O)COC(=O)Cc1n[nH]c(=O)c2ccccc12 | 7 | 10 | 11 | -6 | -4 | -7 | -3 | -2
CC(C)(O)c1cc2ccc(C#CCCN3C(=O)c4ccccc4C3=O)cc2c(=O)o1 | -12 | -3 | -3 | 25 | 1 | 22 | 1 | -5
Cc1cc(OCC(=O)OCC(=O)Nc2cc(S(=O)(=O)N3CCOCC3)ccc2Cl)ccc1Cl | -26 | 5 | -10 | -6 | -2 | 28 | -3 | 0
CC12CCC(C(=O)Nc3cccc4ccccc34)(C1Br)C2(C)C (stereo not given) | 0 | 3 | -17 | -8 | 7 | 26 | -19 | -6
O=C1N=C(N2CCOCC2)S/C1=C\c1cccnc1 | -9 | -2 | 8 | -15 | 1 | -10 | -1 | -11
C[C@@H]1CN([C@H](C)CO)C(=O)Cc2cc(NS(=O)(=O)c3ccc(Cl)cc3)ccc2O[C@H]1CN(C)Cc1ccc(C(F)(F)F)cc1 | 0 | 4 | 1 | 30 | 1 | 41* | -13 | 4
C=CCSC1=N/C(=C\c2ccc(C(=O)O)cc2)C(=O)S1 | 9 | 3 | 7 | 1 | -11 | -7 | 14 | 1
COc1ccc(CCNC(=O)/C=C/c2ccco2)cc1 | -9 | 19 | -7 | -1 | 1 | -5 | -23 | 5
COc1ccc(N(CC(=O)NC2CCCCCC2)S(=O)(=O)c2c(C)nn(C)c2C)cc1 | 6 | 51 | -8 | 3 | -1 | -3 | -3 | -2
O=C(COC(=O)c1cc(=O)[nH]c2ccccc12)Nc1cccc(S(=O)(=O)N2CCOCC2)c1 | -8 | 0 | -4 | -2 | -4 | -9 | 0 | -4
COc1ccc(-c2ccc(NS(=O)(=O)c3cccc([N+](=O)[O-])c3)cc2)nn1 | 7 | -19 | 2 | -9 | -3 | 0 | -1 | 1
O=[N+]([O-])c1ccc(/C=N/Nc2ccc3ccccc3c2)o1 | -3 | -31 | -37 | -136 | 2 | 3 | 1 | 7

Continuation:
SMILES | SENP8 inh | Gli-Sufu antag | Jurkat NFkB inh | UBC13 inh | HKDC1 inhibitor | Apaf-1 inh | 697 NFkB inh | SENP7 block
CCOc1ccc(C(=O)NCC(=O)NNC(=O)c2ccco2)cc1OCC | 4 | -8 | 3 | 4 | 3 | 0 | 13 | 9
O=C(CN(Cc1ccco1)C(=O)c1ccc(Cl)cc1)Nc1c(Cl)cc(Cl)cc1Cl | -8 | 21 | -17 | -8 | -3 | 13 | -18 | -3
COc1ccc(OC)c(/C=N/N(CCC#N)C2=NS(=O)(=O)c3ccccc32)c1 | 1 | 10 | -5 | 8 | -8 | 2 | -3 | 3
COc1cc(CCC(=O)Nc2nccs2)cc(OC)c1OC | -9 | 7 | -5 | -4 | -2 | -2 | -3 | 0
CCSc1nnc2c(n1)OC(c1ccc(C(=O)O)cc1)N(C(C)=O)c1ccccc1-2 (stereo not given) | 5 | 1 | -6 | -2 | 5 | -5 | -1 | -5
Nc1nc2ccc(C(=O)Nc3ccc(N4CCOCC4)cc3)cc2s1 | 6 | -19 | -15 | -1 | 1 | -23 | -33 | 6
CS(=O)(=O)N1CCN(c2ccc(NC(=O)COc3ccccc3)cc2)CC1 | -4 | -2 | -15 | -9 | -14 | 5 | -9 | 1
CCc1c(C)c2ccc(OCC(=O)NCC3CCC(C(=O)O)CC3)c(C)c2oc1=O (stereo not given) | -7 | -7 | -9 | 14 | 0 | 12 | 35 | -3
COc1cccc(OCc2cc(C(=O)N(C)CCC3CCCCO3)no2)c1 (stereo not given) | -16 | 3 | -26 | -4 | -3 | 11 | -34 | -6
Cc1cc(C)cc(C(=O)NCC(=O)OC(C)C(=O)N(C)c2ccccc2)c1 (stereo not given) | -4 | 1 | 1 | 4 | -9 | -5 | -4 | -1
COCCN1C(=O)c2ccccc2C(C(=O)NCCCN2CCCC2)C1c1c[nH]c2ccccc12 (stereo not given) | -2 | 1 | -2 | 3 | 6 | 8 | -9 | -1
CCN(CCCNS(=O)(=O)c1ccc2c(c1)oc(=O)n2C)c1cccc(C)c1 | 0 | 9 | -7 | 14 | 6 | 6 | 2 | -2

Another view of some results above:
Structure	SENP8 inh	Gli-Sufu antag	Jurkat NFkB inh	UBC13 inh	HKDC1 inhibitor	Apaf-1 inh	697 NFkB inh	SENP7 block
COc1ccc(OC)c(/C=N/N(CCC#N)C2=NS(=O)(=O)c3ccccc32)c1	1	10	-5	8	-8	2	-3	3
CCc1c(C)c2ccc(OCC(=O)NCC3CCC(C(=O)O)CC3)c(C)c2oc1=O (stereo not given)	-7	-7	-9	14	0	12	35	-3

From PubChem
